Bioassay records: PubChem, National Center for Advancing Translational Sciences (NCATS)
Pol eta inh – qHTS for Inhibitors of Polymerase Eta; DNA polymerase eta (Homo sapiens), Q9Y253; recombinant Pol eta, fluorescent DNA replication assay; Potency, µM (series often up to 114 µM), for the others: top-dose activity change, negative = inhibition, most hits filed as inhibitors; actives 1.2% (n = 390,000); AID 588591, 2011; note: potency is the fitted concentration of half-maximal effect; % is set by controls: 0 for no effect and ±100 for the full control effect
Target sequence (Q9Y253 whole entry, looked up): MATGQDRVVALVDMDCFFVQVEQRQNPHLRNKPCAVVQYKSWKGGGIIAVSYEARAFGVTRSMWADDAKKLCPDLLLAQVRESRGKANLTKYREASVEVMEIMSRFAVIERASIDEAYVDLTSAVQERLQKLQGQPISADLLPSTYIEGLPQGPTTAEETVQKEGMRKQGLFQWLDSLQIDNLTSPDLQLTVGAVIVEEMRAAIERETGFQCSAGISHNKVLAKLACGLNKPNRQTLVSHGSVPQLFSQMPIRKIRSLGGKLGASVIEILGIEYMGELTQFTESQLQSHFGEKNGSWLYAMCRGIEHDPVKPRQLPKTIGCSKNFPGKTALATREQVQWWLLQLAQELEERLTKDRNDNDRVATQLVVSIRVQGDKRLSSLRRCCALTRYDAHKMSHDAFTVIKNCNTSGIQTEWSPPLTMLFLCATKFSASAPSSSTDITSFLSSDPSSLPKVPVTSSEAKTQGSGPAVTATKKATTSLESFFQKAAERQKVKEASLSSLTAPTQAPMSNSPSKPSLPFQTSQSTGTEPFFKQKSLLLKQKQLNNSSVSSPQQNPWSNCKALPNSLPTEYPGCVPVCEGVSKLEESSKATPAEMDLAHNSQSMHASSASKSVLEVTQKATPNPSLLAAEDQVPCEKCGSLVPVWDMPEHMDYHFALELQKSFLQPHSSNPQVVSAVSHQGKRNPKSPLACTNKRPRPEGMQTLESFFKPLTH
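Pol eta (10 nM) was preincubated with compounds for 15 min at room temperature, after which fluorescent replication substrate (50 nM final) was added to start the reaction. Fluorescence was read kinetically at 0 and 10 min.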
POLK inh – qHTS for Inhibitors of Polymerase Kappa; DNA polymerase kappa (Homo sapiens), Q9UBT6; Potency, µM (top dose mostly 107 µM), without a hit: at the highest dose activity, negative = inhibition, most hits filed as inhibitors; actives 0.53% (n = 400,000); purified Pol kappa, fluorescent DNA synthesis assay, 10 min; AID 588579, 2011; note: potency is the fitted concentration of half-maximal effect; % is set by controls: 0 for no effect and ±100 for the full control effect
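Activity was followed as the change in fluorescence between reads at 0 and 10 min after starting the reaction with 50 nM substrate. Beforehand, 10 nM polymerase had been preincubated with compound for 15 min at room temperature.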
POLB inh – qHTS Assay for Inhibitors of DNA Polymerase Beta; AID 485314, 2010; Potency, µM (highest dose often 114 µM), for inactives: top-dose activity change, negative = inhibition, usual class: inhibitors; actives 1.3% (n = 340,000); Pol beta primer extension/strand displacement, fluorescence kinetic; note: potency is the fitted concentration of half-maximal effect; % is set by controls: 0 for no effect and ±100 for the full control effect
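Human Pol beta at 10 nM; strand-displacement substrate 50 nM final. Compound exposure 15 min at room temperature before start, reaction 10 min at room temperature.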
GRP78 ERSR act – qHTS for Inducers of the Endoplasmic Reticulum Stress Response (ERSR) in Human Glioma: qHTS | U87-MG GRP78 promoter luciferase reporter, 16 h | Potency, µM, for the others: at the top dose activation, usual class: activators | actives 0.02% (n = 420,000) | AID 602332, 2012; note: potency is the fitted concentration of half-maximal effect; series mostly up to about 76 µM; % of control where 0% means no effect; nearly all actives have a fitted effect of over 35% in size
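Stably transfected U87-MG glioma cells carrying a GRP78-based luciferase sensor; 16 h compound incubation. Luminescence end-point read 10 min after Bright-Glo addition at room temperature.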
APE1 inh – qHTS Assay for Inhibitors of the Human Apurinic/apyrimidinic Endonuclease 1 (APE1) | Potency, µM (top dose mostly 65.8 µM), for the others: top-dose activity change, negative = inhibition, usual class: inhibitors | DNA repair nuclease/redox regulator APEX1 (Homo sapiens), P27695 | recombinant APE1, TAMRA/BHQ-2 abasic DNA cleavage fluorescence | actives 0.35% (n = 350,000);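 note: potency is the fitted concentration of half-maximal effect; plate controls were vehicle for no effect and reference inhibitor for full effect; nearly all actives have a fitted effect of over 55% in size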
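Measures dequenching upon AP-site incision of a 5'-TAMRA/3'-BHQ-2 THF-containing duplex, 50 nM; human APE1 0.75 nM after 15 min room-temperature exposure to compound; kinetic three-point read at one-minute spacing.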
Anesthetic bind – qHTS Assay for Identification of Novel General Anesthetics; Ferritin light chain (Equus caballus), P02791; apoferritin/1-aminoanthracene competitive binding, fluorescence; Potency, µM (top dose mostly 77.5 µM), without a hit: at the top dose activity change, negative = displacement, hits mostly inhibitors; actives 0.074% (n = 350,000); note: potency is the fitted concentration of half-maximal effect; % is set by controls: 0 for no effect and ±100 for the full control effect; nearly all actives have a fitted effect of over 20% in size
Target sequence (P02791 2-175 limits assumed): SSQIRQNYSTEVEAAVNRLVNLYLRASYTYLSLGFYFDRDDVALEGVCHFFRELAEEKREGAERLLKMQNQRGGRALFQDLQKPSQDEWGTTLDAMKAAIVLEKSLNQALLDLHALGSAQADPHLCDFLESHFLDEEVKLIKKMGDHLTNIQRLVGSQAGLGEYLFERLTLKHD
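Concentration-response curves derived by four-parameter Hill fitting of normalized fluorescence, where compounds displaced 1-AMA from 10 uM horse apoferritin following a brief 10 min room-temperature incubation; propofol titration acted as positive control.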
LDHA inh – qHTS assay for inhibitors of human lactate dehydrogenase; L-lactate dehydrogenase A chain (Homo sapiens), P00338; purified LDHA, NADH/diaphorase-resazurin fluorescence; hits give low values; activity change, % (values are at about 110 or 230 µM); actives 0.15% (n = 480,000); AID 1347041, 2019; in the data active = activity change below about -30%; inconclusive = mostly about -25% to -30%;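 note: plate controls were DMSO wells for no effect and wells without enzyme for full effect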
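Remaining NADH was detected by diaphorase (0.133 mg/mL) converting 37 µM resazurin to fluorescent resorufin, read at 0 and 20 minutes. The preceding 5-minute room-temperature reaction used 2 nM LDHA, 0.2 mM sodium pyruvate and 0.06 mM NADH at pH 7.4.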
Pol iota inh – qHTS for Inhibitors of Polymerase Iota. Potency, µM (series often up to 115 µM), for inactives: top-dose activity, negative = inhibition, most hits filed as inhibitors. actives 1% (n = 390,000). Pol iota fluorescent replication assay, 10 min; note: potency is the fitted concentration of half-maximal effect
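Pol iota at 10 nM preincubated 15 min with compounds at room temperature; reaction started with fluorescent substrate, 50 nM final. Fluorescence read kinetically at 0 and 10 min; buffer-only wells as negative control.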
BLM inh – qHTS Assay for Inhibitors of Bloom's syndrome helicase (BLM); recombinant BLM DNA unwinding, fluorescence dequenching; Potency, µM (top dose mostly 56.1 µM), for inactives: at the top dose activity change, negative = inhibition, most hits filed as inhibitors; actives 0.2% (n = 350,000); AID 2528, 2010;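 note: potency is the fitted concentration of half-maximal effect; plate controls were vehicle for no effect and no enzyme for full effect; nearly all actives have a fitted effect of over 35% in size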
The depositor's hits bear a star; ? = inconclusive; nt = no result given; [ ] = dose if it differs, or a comment. Unless noted, calls come from the whole dose curve; as a rule, active = well fitted curve in the direction sought with a large enough effect; inconclusive = small, poorly fitted or top-dose-only effect, or another doubt; inactive = no such curve, though single readings can be large; an effect the other way counts as inactive or inconclusive. Only part of the results is shown (hit frequency here may not be typical).

Structure	Pol eta inh	POLK inh	POLB inh	GRP78 ERSR act	APE1 inh	Anesthetic bind	LDHA inh	Pol iota inh	BLM inh
CCOc1ccccc1N(C)C(=O)C1CCCN(c2ncnc3onc(-c4ccc(F)cc4)c23)C1 (stereo unspecified)	-4%	5%	30%	0%	nt	-1%	-5	0%	-2%
COC(=O)C(C)n1cnc2c(nnn2-c2cccc(Cl)c2)c1=O (stereo unspecified)	-2%	-12%	6%	-2%	-2%	-8%	-3	12%	-1%
CC(C)(CO)CNC(=O)CCc1nnc(CCCc2ccccc2)o1	5%	5%[60.1 µM]	2%	11%	?	-5%	-9	-10%	-1%
Cc1ccc(CC2S/C(=N/N=C/c3ccco3)NC2=O)cc1 (stereo unspecified)	9%	-7%	5%	1%	-2%	-6%	-6	29%	1%
CC(C)N(C(=O)Cn1c(SCC(=O)Nc2nccs2)nc2ccccc21)C(C)C	-7%	2%	12%	-4%	1%	-4%	-4	3%	4%
Cc1cc(Br)c(NC(=O)COC(=O)C2CC2C)c(Br)c1 (stereo unspecified)	-14%	-11%	-2%	-5%	3%	-9%	-9	9%	5%
CCOc1ccccc1CNC(=O)C1CCN(S(=O)(=O)c2cccc3nonc23)CC1	-23%	-2%[60.1 µM]	1%	0%	nt	-5%	-4	11%	1%
Cc1cc(C)c2c(CC(=O)NC3CCS(=O)(=O)C3)coc2c1 (stereo unspecified)	-1%	11%	36%	-9%	48%[activator]	0%	0	28%	1%
Fc1ccc(NC(=S)N/N=C/c2cccc(Br)c2)c(F)c1	-16%	-1%	5%	-5%	-2%	-7%	-7	20%	-2%
CN(CC(=O)OCC(=O)NC1CCCC1)S(=O)(=O)c1ccc(Cl)cc1	-5%	-24%	nt	-2%	51%	nt	1	-23%	nt
O=C(NCCCN1CCOCC1)c1cn(-c2ccccc2)nc1-c1ccc(Br)cc1	-9%	-8%	nt	0%	-19%	nt	-6	-8%	nt
CN1CCN(c2nc(-c3ccccc3Cl)nc3ccccc23)CC1	-6%	-18%	-19%	-5%	74%[activator]	4%	-4	19%	-3%
O=C(NNc1c2ccccc2nc2ccccc12)c1ccc(Cl)cc1	-6%	-1%	-28%	2%	-13%	5%	1	50%[activator]	-12%
CC1=C(C(=O)Nc2ccc(C)cc2C)C(c2ccc(C(C)C)cc2)n2nc(C(F)(F)F)nc2N1 (stereo unspecified)	-9%	-24%	11%	-1%	nt	-20%	-19	8%	-4%
CCSc1nnc(NC(=O)CSc2nnc(Cc3cccn3C)n2-c2ccc(C)cc2)s1	-18%	-16%	?	-3%	-1%	-23%	-3	50µM*	-10%

The last 2 compounds of the part before are carried over, then new ones follow:
Structure	Pol eta inh	POLK inh	POLB inh	GRP78 ERSR act	APE1 inh	Anesthetic bind	LDHA inh	Pol iota inh	BLM inh
CC1=C(C(=O)Nc2ccc(C)cc2C)C(c2ccc(C(C)C)cc2)n2nc(C(F)(F)F)nc2N1 (stereo unspecified)	-9%	-24%	11%	-1%	nt	-20%	-19	8%	-4%
CCSc1nnc(NC(=O)CSc2nnc(Cc3cccn3C)n2-c2ccc(C)cc2)s1	-18%	-16%	?	-3%	-1%	-23%	-3	50µM*	-10%
CCOC(=O)C1CCCN(Cc2ccc3c(c2)OCO3)C1 (stereo unspecified)	0%	-11%	-2%	-4%	9%	-4%	-14	0%[58.9 µM]	1%
C=CCn1c(O)c(C(CC)=NCCN2CCOCC2)c(=O)[nH]c1=O	-10%	1%	-5%	3%	0%	-13%	2	4%	-1%
Cc1cccc2cc(CN(Cc3ccc(F)cc3)C(=O)N3CCOCC3)c3nnnn3c12	-11%	1%	33%	-9%	-2%	-10%	2	10%	-3%
Cc1cccc(Cn2c(=O)n(-c3ccc(Cl)c(Cl)c3)c(=O)c3c(C)c(C)sc32)c1	nt	8%	41%	nt	nt	1%	-1	27%	-7%
Cn1nc(C(F)(F)F)cc1C(=O)Nc1ccc(Cl)cc1	-13%	-8%	-14%	-7%	-5%	-6%	-3	45%[activator]	-6%
Cc1ccc(NC(=O)C2(S(=O)(=O)c3ccc(Cl)cc3)CC2)c(Br)c1	-8%	-19%	-14%	-2%	10%	-10%	-2	-9%	-10%
CCN(CC)S(=O)(=O)c1ccc(-n2c(=O)c(C(C)C)c(C)n2C)cc1	-12%	-2%	-6%	1%	8%	-13%	-3	31%[activator]	0%
Cn1c(=O)c2c(nc(Oc3ccccc3Cl)n2Cc2ccc(C#N)cc2)n(C)c1=O	-4%	-6%	18%	-3%	nt	2%	-5	12%	3%
C=CCn1c(C)cc(C(=O)CN2C(=O)NC3(CCCc4ccccc43)C2=O)c1C (stereo unspecified)	-1%	-1%	17%	9%	5%	?	1	-3%	-9%
COc1cc2c(cc1OC)[C@@H](NC(=O)c1ccc(C(F)(F)F)cc1)[C@H](OCc1ccccc1)C2	-3%	6%	nt	0%	-16%	nt	1	16%	nt
Cc1ccc(C(=O)c2c3ccccc3[n+]([O-])n2CCC(=O)O)cc1	3%	-9%	nt	3%	39%	nt	5	?	nt
Cc1ccccc1NC(=O)Cc1nc(COC(=O)c2ccc(O)cc2O)cs1	-5%	-15%	?	1%	-11%	-22%	-8	16%	-3%
O=C(NNc1nc2ccccc2s1)Nc1ccccc1	-11%	-10%	2%	2%	0%	-4%	-4	-1%	-3%
O=c1nc(C(F)(F)F)nc2ccccn12	6%	0%	-23%	-1%	1%	0%	-7	-12%	0%
CCOC(=O)Cc1ncccc1C(=O)Nc1ccc(OC)cc1	-1%	0%	0%	2%	1%	-5%	-12	77%[activator]	-4%
Cc1ccc(C(=O)N2N=C(c3ccccc3O)CC2c2ccccc2)cc1 (stereo unspecified)	-7%	-1%	-12%	-6%	11%	-10%	-6	13%	-9%
COc1cccc(CNC(=O)c2ccccc2NC(=O)C2=C(C)OCCS2)c1OC	-17%	-12%	12%	1%	0%	-18%	-2	-7%	-4%
COc1cc(NC(=O)c2cccc(C)c2)c(OC)cc1NC(=O)CN1CCCCC1	-6%	-4%	-26%	-3%	-3%	-22%	-8	11%	-5%
COc1ccc(C2=NOC3(CC(=O)N(c4ccc(F)cc4)C3=O)C2)c(OC)c1 (stereo unspecified)	-4%	?	-10%	2%	-2%	-21%	-2	-18%	-5%
CC(=O)Nc1sc2c(c1CN1CCN(c3ccccn3)CC1)CCCC2	-15%	1%	0%	-2%	-3%	-23%	2	4%	-8%
CC(C)=NNc1cc([N+](=O)[O-])cc2c1C(=O)N(C)S2=O (stereo unspecified)	-7%	-4%	-1%	-1%	-5%	1%	4	-19%	4%
Cc1nn(Cc2ccc(C(=O)NC3CCCCC3)o2)c(C)c1Br	-4%	-9%	0%	-2%	-3%	0%	-3	-21%	-5%
CN(c1ccccc1)S(=O)(=O)c1cc(C(=O)N2CCN(c3ccccn3)CC2)ccc1Cl	-7%	-3%	2%	-6%	-5%	-20%	-6	2%	-4%
CCN(C(=O)COC(=O)c1cccc(-n2cnnn2)c1)C1CCCCC1	8%	-18%	35%	-2%	-6%	-9%	-4	126%[activator]	-1%
O=C(c1ccccc1)c1ccc2ccccc2c1	-12%	-9%	nt	11%	nt	nt	0	40%[activator]	nt
Cc1cccc(N2CCN(C(=O)c3cccs3)CC2)c1C	-23%	-1%	1%	-3%	12%	-14%	-2	115%[activator]	-7%
COc1ccc(NC(=O)Cn2nnc(-c3ccccc3F)n2)cc1	-19%	-13%	?	1%	-3%	17%	-5	-5%	-2%
COC(=O)C1=C(C(=O)c2ccc(C)cc2)C(c2ccc(O)c(OC)c2)n2nnnc2N1 (stereo unspecified)	-11%	-8%	-1%	-3%	3%	-14%	0	10%	-2%
O=C(COc1ncnc2cc([N+](=O)[O-])ccc12)NCc1ccc2c(c1)OCO2	?	-3%	?	-4%	5%	?	-8	-8%	-8%
CCOC(=O)C1=C(CP(=O)(c2ccccc2)c2ccccc2)NC(=O)NC1c1ccc(Cl)cc1 (stereo unspecified)	-23%	-16%	-31%[57.1 µM]	-1%	2%	-18%	2	12%	0%

Entries above printed as active in Pol iota inh:
| structure | Pol eta inh | POLK inh | POLB inh | GRP78 ERSR act | APE1 inh | LDHA inh | Pol iota inh | BLM inh |
| --- | --- | --- | --- | --- | --- | --- | --- | --- |
| CCSc1nnc(NC(=O)CSc2nnc(Cc3cccn3C)n2-c2ccc(C)cc2)s1 | -18% | -16% | ? | -3% | -1% | -3 | 50µM* | -10% |

New compounds follow.
Structure	Pol eta inh	POLK inh	POLB inh	GRP78 ERSR act	APE1 inh	Anesthetic bind	LDHA inh	Pol iota inh	BLM inh
C/C(=N\NC(=O)c1cc(-c2ccc(C)s2)[nH]n1)c1ccncc1	0%	-10%	?	5%	5%	-14%	-7	-21%	-7%
CC(C)C1Oc2ccccc2N(CC(=O)N2CCOCC2)C1=O (stereo unspecified)	-22%	-2%	20%	-2%	20%	-8%	-5	86%[activator]	-4%
O=C(c1ccccn1)N1N=C2/C(=C/c3ccc(F)cc3)CCCC2C1c1ccc(F)cc1 (stereo unspecified)	-25%	-8%	3%	-9%	-7%	-2%	-10	7%	-13%
CC(=O)c1ccc(NC(=O)CN(c2c(C)cccc2C)S(C)(=O)=O)cc1	-7%	-1%	19%	2%	14%	-6%	-1	16%	-4%
CCN(C(=O)Cn1c([N+](=O)[O-])cnc1C)c1ccccc1	-12%	-4%	37%	1%	17%	-3%	-5	-1%	-7%
CCOCCOc1cccc(C(=O)NC(c2ccccc2)C(C)C)c1 (stereo unspecified)	-3%	-1%	32%	-1%	3%	-6%	-11	30%	1%
CC1CCN(C2=NC(=O)/C(=C/c3cn[nH]c3-c3ccccc3)S2)CC1	5%	-11%	2%	1%	-2%	-15%	-8	9%	7%
Cc1cccc(C)c1N1C(=O)c2ccccc2C1=O	-7%	-7%	4%	-2%	-4%	-20%	-14	2%	1%
